Cardio protect – modulators protecting cardiomyocytes from myocardial damage. actives 0.63% (n = 360,000). protection from H2O2 cell death, % at 20 µM. H9c2 cardiomyocytes, H2O2 injury protection, ATPLite, 2 h;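 active = compounds giving at least 50% protection of heart cells from peroxide-induced death in the single-dose screen, raw or plate-pattern-corrected value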;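 also: 0% = DMSO wells with peroxide and 100% = DMSO wells without peroxide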
ABCB6 inh MLPCN – inhibitors of human ABC transporter ABCB6; Q9NP58; K562-ABCB6 porphyrin accumulation, flow cytometry, 1 h; stronger effect = lower value; fluorescence ratio to DMSO, % at 10 µM; actives 0.19% (n = 360,000); AID 602162;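 active = fluorescence ratio to DMSO below 75%, the collection mean minus 3 SD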;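 also: signal is porphyrin accumulated inside mitochondria; 100% equals median channel fluorescence of DMSO control wells; lower ratio means ABCB6 inhibition with less porphyrin fluorescence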
ABHD5-PLIN5 inh – inhibitors of human ABHD5-perilipin-5 interaction. Q00G26+Q8WTS1. Split G. princeps luciferase complementation, luminescence, 4 h. inhibition, % at 4 µM. actives 0.78% (n = 360,000). AID 602281;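 active = inhibition above the mean inhibition across every tested compound plus 3 SD, cut at about 22% in these data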;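 also: 0% = DMSO only wells and the 100% control is not disclosed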
Granule exo inh – lytic granule exocytosis inhibition. inhibition, % at 10 µM. actives 0.66% (n = 360,000). TALL-104 LAMP-1 surface exposure, flow cytometry; cells stimulated with thapsigargin and PMA;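 active = inhibition above about 55%, limit read from the data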
MC4R antag cAMP – antagonists of human melanocortin 4 receptor (MC4R); P32245; MC4R-expressing cells, MTII-stimulated cAMP, LANCE TR-FRET; inhibition, % at 6.5 µM; actives 0.48% (n = 360,000); AID 540295;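 active = inhibition above its plate's cutoff, the mean of tested wells on that plate plus 3 SD, cut at about 29% in these data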;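 also: 0% = Melanotan II alone and 100% = Melanotan II plus saturating MCL0020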
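material = U2OS cells stably expressing human melanocortin 4 receptor (MC4R) | also added = Melanotan II challenge | dosing = single nominal compound dose of 6.5 µM | detection = TR-FRET with Eu-cAMP and labeled anti-cAMP, 671 nm | replication = singlicate | timing = compound 30 min, challenge 1 h, detection 1 h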
MC4R barr agon – human MC4R agonism via beta-arrestin; actives 0.98% (n = 360,000); AID 540308; activation, % at 8.9 µM; P32245; U2OS MC4R beta-arrestin complementation, luminescence; percent of melanotan II response, DMSO zero;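 active = activation above a per-plate cutoff, the mean activation of sample wells on that plate plus 3 SD, cut at about 8% in these data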
CaV13 ICDI inh – Primary screen for inhibitors of IQ motif and Ca2+-dependent inactivation inhibitor domain binding in CACNA1D, Förster resonance energy transfer in living cells, …; HEK cells, CFP/YFP FRET ICDI-IQ, plate reader, 10 min; percent FRET-ratio fall versus neutral wells; inhibition, % at 12.3 µM; actives 0.098% (n = 340,000);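 active = mean replicate inhibition of at least 30% and at least 1% of replicates passing that level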;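 also: 0% = median of the neutral control wells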
N-glyco inh – N-linked glycosylation inhibition | reporter increase, % at 12.5 µM | D54 ERlucT glycosylation luciferase reporter, 24 h; percent of 100 nM tunicamycin response | AID 588692 | actives 0.23% (n = 360,000);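 active = mean luciferase reporter signal, scaled so untreated is 0 and the glycosylation-blocking control 100, at or above a set limit in every replicate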;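 also: luciferase carries N-glycosylation sites so blocking glycosylation raises the light; 0% = median of neutral control wells and 100% = median of 100 nM tunicamycin wells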
PDI inh – inhibitors of human protein disulfide isomerase; inhibition, % at 10 µM; actives 0.052% (n = 350,000); P07237; PDI insulin aggregation turbidity, A650, 90 min; AID 588391;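 active = mean inhibition across replicates of 30% or more, whatever share of single replicates reach that level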;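 also: absorbance from insulin aggregation driven by PDI reduction with DTT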
Target sequence (P07237 whole entry, looked up): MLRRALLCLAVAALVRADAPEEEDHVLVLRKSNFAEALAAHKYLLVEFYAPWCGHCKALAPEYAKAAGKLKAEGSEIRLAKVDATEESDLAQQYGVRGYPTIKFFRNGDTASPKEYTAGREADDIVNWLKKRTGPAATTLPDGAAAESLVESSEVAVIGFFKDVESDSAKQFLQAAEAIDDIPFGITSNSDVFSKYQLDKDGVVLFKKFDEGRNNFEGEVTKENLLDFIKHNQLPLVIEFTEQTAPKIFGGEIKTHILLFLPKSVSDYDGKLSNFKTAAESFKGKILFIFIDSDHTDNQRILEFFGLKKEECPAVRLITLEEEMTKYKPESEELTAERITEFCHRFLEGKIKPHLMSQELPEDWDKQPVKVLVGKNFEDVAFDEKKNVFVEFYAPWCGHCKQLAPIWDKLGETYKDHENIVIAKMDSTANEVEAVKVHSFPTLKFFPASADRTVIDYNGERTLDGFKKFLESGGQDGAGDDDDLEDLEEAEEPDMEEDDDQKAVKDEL
m5-HT2A agonist – mouse HTR2A agonism via beta-arrestin recruitment. CHO-K1 mHTR2A beta-arrestin complementation, luminescence; percent of 30 µM serotonin response. P35363. actives 0.66% (n = 360,000). activation, % at 7.6 µM;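 active = activation above a run cutoff, the mean activation of all tested compounds plus 3 SD, cut at about 14% in these data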;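 also: 0% = plate median of compound wells and 100% = 30 µM serotonin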
Target sequence (P35363 whole entry, looked up): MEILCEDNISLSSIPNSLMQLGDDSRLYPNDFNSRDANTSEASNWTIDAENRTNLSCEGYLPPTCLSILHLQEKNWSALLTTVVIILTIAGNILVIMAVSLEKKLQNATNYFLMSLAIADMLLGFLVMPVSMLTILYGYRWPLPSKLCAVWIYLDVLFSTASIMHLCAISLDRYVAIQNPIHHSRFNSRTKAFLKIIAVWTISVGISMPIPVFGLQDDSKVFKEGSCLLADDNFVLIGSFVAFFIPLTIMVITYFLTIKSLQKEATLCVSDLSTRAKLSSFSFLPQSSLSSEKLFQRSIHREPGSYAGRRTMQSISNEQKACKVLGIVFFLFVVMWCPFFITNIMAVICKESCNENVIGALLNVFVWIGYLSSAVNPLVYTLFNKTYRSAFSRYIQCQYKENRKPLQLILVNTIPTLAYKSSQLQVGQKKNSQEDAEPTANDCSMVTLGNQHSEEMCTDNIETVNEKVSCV
* = called active by the depositor; · = no result given.

Molecule	Cardio protect	ABCB6 inh MLPCN	ABHD5-PLIN5 inh	Granule exo inh	MC4R antag cAMP	MC4R barr agon	CaV13 ICDI inh	N-glyco inh	PDI inh	m5-HT2A agonist
O=[N+]([O-])c1cccc(-c2ccc(/C=N/n3c(-c4ccccc4)n[nH]c3=S)o2)c1	-12	101	4	-3	16	-2.5	-5	-3	-2	3
CSCCC(NC(=O)C1CCCCC1)c1nc2ccccc2[nH]1 (stereo unspecified)	7	96	5	2	-2	-1.4	-21	1	20	-5
C=CCC1(CC=C)CCCN1C(=O)Cn1nnnc1CN(C)C(C)C	6	103	0	-9	-8	-1.2	-20	1	-1	3
CCOc1ccccc1C(=O)NC1CCN(CC(=O)Nc2cc(OC)ccc2OC)CC1	8	98	5	10	12	-2.6	2	-4	-11	-4
CN(C)CCCn1c2c(c(SCC(=O)Nc3cccc4ccccc34)nc1=O)CCCC2	4	93	-8	7	-5	-2.2	-4	-6	-3	-9
CCN(CC)S(=O)(=O)c1ccc2oc(SCc3ccc(F)cc3)nc2c1	-28	100	-12	50	-2	-0.3	-5	-4	2	-13
Cc1cccc(NC(=O)CSc2nsc(SCC(=O)Nc3cccc(C)c3)c2C#N)c1	1	101	0	-2	7	0.7	-7	0	-2	0
O=C(OCN1C(=O)C(=O)c2ccccc21)c1ccc(Cl)cc1	7	99	-5	11	-28	-1.1	-20	2	9	2
O=C(COc1ccc([N+](=O)[O-])cc1)NCC(c1cccs1)N1CCOCC1 (stereo unspecified)	3	94	9	0	-1	0.1	·	-1	-2	7
C=CCNc1cc(N2CCCC2)ccc1[N+](=O)[O-]	4	106	0	-1	8	1.9	-5	0	3	-3
O=C(NCCc1ccc(Cl)cc1)C1CCN(C(=O)N2CCOc3ccccc32)CC1	5	97	4	3	3	-0.8	-6	-2	·	-4
Cc1cccc(NS(=O)(=O)c2ccc(C)c(C(=O)N(C)C)c2)c1	-6	96	-1	13	0	-0.1	-7	1	-1	3
O=C(/C=C\Nc1ccc2c(c1)OCO2)c1ccccn1	-25	89	1	-4	-10	2.0	·	-19	-3	-4
Cc1ccc(/C=N/NC(=O)c2c(C)nc3ccc(Br)cn23)cc1	11	95	3	53	-15	-2.0	-4	16	7	4
COCCCNC(=S)N1CCC(C(=O)c2ccc3c(c2)OCCO3)CC1	-16	96	-7	-4	0	-3.1	2	0	8	6
CN1CCOCCOCCN(C)C(=O)N2CCOCCOCCN(CCOCC2)C1=O	2	95	9	1	4	-1.7	·	1	-10	0
COC(=O)c1sccc1S(=O)(=O)NCc1ccc(S(N)(=O)=O)cc1	1	98	2	4	3	-3.9	-3	1	1	-4
CCC(c1nnc(SCC(=O)Nc2cc(S(C)(=O)=O)ccc2Cl)n1Cc1ccccc1)N(C)C (stereo unspecified)	9	96	-5	3	15	-1.0	-3	2	-2	-1
O=C(CCl)Nc1ccc(S(=O)(=O)Nc2nccs2)cc1	-2	88	10	7	4	-1.4	-3	3	6	7
CCCCOc1ccc(CONS(=O)(=O)c2ccc(NC(C)=O)cc2)cc1Cl	-22	93	-3	-4	-6	-0.6	-5	-1	4	-7
CCc1ccc(C(=O)c2cncc(Br)c2)cc1	-22	96	6	-2	0	-0.2	-3	-9	14	3
CCCCn1c(N)c(N(CCC(C)C)C(=O)c2ccc([N+](=O)[O-])o2)c(=O)[nH]c1=O	-1	90	-2	1	-1	-1.7	-12	1	-6	5
Cn1c(=O)[nH]c(=O)c2c1nc(SCCO)n2Cc1ccccc1Cl	1	102	-14	-3	-1	-0.2	-4	3	-3	-1
CSc1ccc(CN2CCC(N3CC(C)OC(C)C3)CC2)cc1 (stereo unspecified)	5	94	6	5	10	-0.4	4	0	0	5
COc1ccccc1NC(=O)c1ccc(S(=O)(=O)N2CCCC2)cc1	-11	98	1	-1	-1	-1.4	-7	-7	-20	-2
COC(=O)C1=C(C)NC(C)=C(C(=O)OC)C1c1ccccn1	-5	103	5	1	8	1.0	-10	1	-13	-4
Cc1ccc(S(=O)(=O)Cc2cn3cccnc3n2)cc1	-11	99	1	4	-6	-1.8	0	1	1	-1
O=c1cc(C(F)(F)F)oc2c1ccc1ccccc12	-1	86	-2	-3	-5	-0.6	-5	0	2	6
Cc1ccc(Cl)cc1N1CCN(S(=O)(=O)c2cn(C)cn2)CC1	2	98	5	0	-16	-1.6	-3	-1	-2	0
Cc1ccc(/C=C/C(=O)OC(C)C(=O)NC2CCCCC2C)o1 (stereo unspecified)	-5	98	-1	3	-11	-1.6	-5	-1	1	-3
CCN(Cc1cc(=O)[nH]c2ccccc12)C(=O)C(C)C	-3	98	1	-3	-14	0.1	6	1	6	0
COc1ccc(N2CCN(CCCNC(=O)C(=O)c3c(C)[nH]c4ccccc34)CC2)cc1	0	93	-2	2	-6	1.5	-5	-1	3	-10
Clc1ccccc1NN=Cc1ccccn1	-6	99	-10	-1	-4	1.0	-13	-2	8	-5
O=C(CSc1nc2ccccc2o1)NCCOc1ccccc1	2	101	-2	-2	6	-1.5	-8	0	1	-1
CCn1c(COc2ccccc2C)nnc1SCC(=O)NCc1ccccc1	0	95	5	-4	8	-1.3	-5	1	5	-3
CCCS(=O)(=O)NC(=O)C1(C)CCN(C(=O)COc2ccc(Cl)cc2Cl)C1 (stereo unspecified)	5	105	4	61*	-4	-1.4	-7	2	4	4
O=C(CCC(=O)OCc1cccc(C(=O)Oc2ccccc2)c1)Nc1cccc2ccccc12	-4	94	-4	-5	1	1.6	-5	1	-7	-4
O=C(NCCC(F)(F)F)C1Cc2c(-c3cccc(F)c3)ccnc2O1 (stereo unspecified)	8	107	7	3	4	-1.4	-6	-1	-3	1
O=S(=O)(c1ccc(F)cc1)N1CCN(CCc2ccccc2)CC1	-5	100	-4	1	14	-0.9	8	-1	-2	-7
CNC(=O)COC(=O)c1[nH]c(C)c(C(C)=O)c1C	7	108	0	0	-2	-0.4	-9	3	15	-9
Cc1cc(C)cc(N=c2c([N+](=O)[O-])nn(-c3cccc(Cl)c3)n2O)c1	-2	95	-2	-1	-8	0.6	-3	2	-1	8
CC(C)c1ccc(NC(=O)CSc2n[nH]c(=O)n2-c2ccc3c(c2)OCCO3)cc1	-1	96	1	3	6	2.8	-1	2	-6	6
O=C(CNC(=O)c1ccc([N+](=O)[O-])cc1)N/N=C/c1c[nH]c2ccccc12	-2	103	0	0	1	-3.0	-2	2	0	3
O=C(NNC(=O)c1cccs1)Nc1cccc(Cl)c1	4	88	-3	-2	6	0.4	-5	1	-4	2
O=C(Cc1cccc(NC(=O)C2CCN(C(=O)C3CCCCC3)CC2)c1)Nc1cccc(C(=O)N2CCCC2)c1	2	91	5	2	11	-0.5	-10	-2	-1	2
Cc1ccc(Nc2nc3c(s2)CCC3)c(C)c1	-5	92	-8	-1	2	-1.1	0	-1	-2	2
CC(=O)O/N=C/c1c(C)c(C=O)n2ccccc12	11	97	4	-4	2	-0.9	-5	-2	5	2
CCN1C(=O)C(O)(CC(=O)c2cccc(-n3cccc3)c2)c2ccccc21 (stereo unspecified)	3	100	-4	-13	-3	-1.0	4	0	2	6
CCCCn1c(SCC(=O)Nc2cc(C)on2)nc2cc(S(N)(=O)=O)ccc21	5	99	1	4	8	0.5	-3	0	13	1
Cc1cccc(OCC(=O)OC(C)CN2CCCCC2)c1 (stereo unspecified)	5	99	-9	0	10	-0.2	-3	0	2	-3
CC(=O)Nc1sc(N/N=C\c2ccc(O)cc2)nc1-c1cccs1	8	98	-4	-2	-1	-2.2	-10	-1	0	-4
CC1(C)Cc2c(sc3nc(C4CC4)n(N)c(=O)c23)CO1	-2	95	5	-9	6	-1.0	-5	0	-8	2
O=C(Nc1cccc(C(F)(F)F)c1)c1cccnn1	0	100	-92	4	-2	0.5	-9	2	3	4
CCCCn1c(N)c(N(CC(C)C)C(=O)C2CC(=O)N(Cc3ccccc3)C2)c(=O)[nH]c1=O (stereo unspecified)	-2	99	3	-8	3	0.7	-6	-1	5	3
CCC(=O)N1C(C(=O)NCc2ccc(OC)cc2)CSC1c1ccc(OC)cc1 (stereo unspecified)	0	102	9	2	1	-0.2	45*	1	-2	5
CCN1CCN(c2nc(NCCO)c3ccccc3n2)CC1	1	99	0	-1	12	-0.7	-4	-2	-1	3
CNc1nc2c(c(=O)[nH]c(=O)n2C)n1CCCc1ccccc1	2	101	-5	-5	9	-1.1	-2	2	4	4
CCn1c(C(C#N)/C(=N\S(=O)(=O)c2cccs2)c2ccccc2)nc2ccccc21 (stereo unspecified)	-1	108	-1	-7	-1	1.1	-5	-2	9	5
c1ccc(-c2nnc3sc(CN4CCc5ccccc54)cn23)cc1	-4	103	-2	6	-24	-0.2	·	-6	-4	4
Cc1noc(/C=C/c2ccco2)c1S(=O)(=O)N1CCC(C(=O)NCc2ccco2)CC1	14	97	4	-4	-2	-0.8	-4	0	-2	-5

Continued:
Molecule	Cardio protect	ABCB6 inh MLPCN	ABHD5-PLIN5 inh	Granule exo inh	MC4R antag cAMP	MC4R barr agon	CaV13 ICDI inh	N-glyco inh	PDI inh	m5-HT2A agonist
CCC1C(=NO)C(CC)C(c2ccccc2)NC1c1ccccc1 (stereo unspecified)	-30	100	-17	5	16	-1.6	-2	4	2	0
COc1ccc(NC(=S)NNc2ccc([N+](=O)[O-])cc2S(=O)(=O)Nc2ccc(C)cc2C)cc1	-26	136	-23	0	2	1.5	-5	-3	-28	2
O=C(NCCC1=CCCCC1)C1CC(=O)N(Cc2ccccc2)C1 (stereo unspecified)	-2	93	-2	-2	15	-1.7	·	1	1	-2
c1ccc2nc(SCc3cn4ccccc4n3)cnc2c1	6	91	1	-1	-2	-1.5	-6	1	-10	-1
CC(=O)Oc1cc2c(cc1Cl)C(c1cccs1)CC1(CC(C)(C)NC(=S)N1)O2 (stereo unspecified)	29	98	-5	0	24	-0.5	-5	3	-2	-1
Nc1nonc1-n1nnc(C(=O)N/N=C/c2c(F)cccc2Cl)c1-c1ccc2c(c1)OCO2	-4	98	-12	7	10	-0.8	-14	2	-4	4
O=C(NC12CC3CC(CC(C3)C1)C2)c1cncc(O)c1	-1	88	1	1	2	-0.6	-4	-3	2	1
COCCCN(Cc1cc(OC)c(OC)c(OC)c1)C(=S)Nc1cccc(SC)c1	-5	98	6	4	10	-2.3	-5	-3	9	0
COc1cc(OC)cc(C(=O)NCC2CCCN(C(=O)c3csc(C)n3)C2)c1 (stereo unspecified)	-2	100	1	1	-3	-1.4	·	0	-8	4
